Compound activity deposited in PubChem BioAssay by National Center for Advancing Translational Sciences (NCATS).
BAZ2B inh: qHTS Assay for Inhibitors of BAZ2B. AlphaScreen BAZ2B-H3K14Ac peptide displacement. actives 4.4% (n = 360,000). Potency, µM (doses to about 114 µM), without a hit: at the highest dose activity change, negative = inhibition, usual class: inhibitors. AID 504333, 2011; note: potency is the fitted concentration of half-maximal effect; % is set by controls: 0 for no effect and ±100 for the full control effect; nearly all actives have a fitted effect of over 60% in size
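AlphaScreen displacement: compounds (up to 110uM) incubated 30 min at room temperature with a preformed 50 nM BAZ2B/50 nM biotinylated H3K14Ac peptide complex in PBS pH 7.4 with Tween-20. Donor and acceptor beads at 10 ug/mL final added, 20 min light-protected before reading.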
HP1b chromo inh: HTS for Inhibitors of HP1-beta Chromodomain Interactions with Methylated Histone Tails | Chromobox protein homolog 1 (Homo sapiens), P83916 | AlphaScreen HP1-beta / biotin-H3K9me3 peptide binding | Potency, µM (series often up to 114 µM), for inactives: at the top dose activity change, negative = inhibition, usual class: inhibitors | actives 0.56% (n = 390,000) | AID 540317, 2011; note: potency is the fitted concentration of half-maximal effect; nearly all actives have a fitted effect of over 70% in size; inactives centre near 23
Target sequence (P83916 whole entry, looked up): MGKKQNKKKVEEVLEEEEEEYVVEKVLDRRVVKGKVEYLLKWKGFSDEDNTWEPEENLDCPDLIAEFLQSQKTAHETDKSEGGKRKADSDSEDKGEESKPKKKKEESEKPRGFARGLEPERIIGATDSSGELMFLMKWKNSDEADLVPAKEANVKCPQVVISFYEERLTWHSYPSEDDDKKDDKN
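Compound inhibition of the preformed complex between 50 nM HP1-beta and 50 nM biotinylated H3K9me3 peptide was read by AlphaScreen. Buffer was PBS pH 7.4 with 0.01% Tween-20. Incubations ran 30 min at room temperature, with 10 ug/mL donor/acceptor beads.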
GLS inh: qHTS for Inhibitors of Glutaminase (GLS); actives 0.21% (n = 410,000); GLS enzymatic activity, qHTS titration; Glutaminase kidney isoform, mitochondrial (Homo sapiens), O94925; Potency, µM (titrated, usually from 45.5 µM), for the others: at the top dose activity change, negative = inhibition, hits mostly inhibitors; note: potency is the fitted concentration of half-maximal effect; % is set by controls: 0 for no effect and ±100 for the full control effect
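Coupled fluorescence readout: glutamate oxidase/HRP/Amplex Red detect glutamate formed by hKGA from L-glutamine (1 mM solution added). Buffer 45 mM KH2PO4 pH 8.2, 0.02% Tween-20; reads at t0 and 30 min RT.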
Pol eta inh: qHTS for Inhibitors of Polymerase Eta; DNA polymerase eta (Homo sapiens), Q9Y253; recombinant Pol eta, fluorescent DNA replication assay; Potency, µM (top dose mostly 114 µM), for inactives: top-dose activity change, negative = inhibition, actives largely listed as inhibitors; actives 1.2% (n = 390,000); AID 588591, 2011; note: potency is the fitted concentration of half-maximal effect; % is set by controls: 0 for no effect and ±100 for the full control effect
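Fluorescent replication assay: 50 nM final substrate added after a 15 min room-temperature compound preincubation with 10 nM enzyme. Signal taken at 0 min and again at 10 min.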
PI4K2A block: qHTS for small molecular inhibitors of PI4K2A | Phosphatidylinositol 4-kinase type 2-alpha (Homo sapiens), Q9BTU6 | purified PI4K2A, ADP-Glo luminescence, 1 h; active compounds read low | activity change, negative = inhibition, % at 76.9 µM | actives 0.13% (n = 420,000) | AID 1346378, 2018; in the data active = activity change below about -50%; inconclusive = mostly about -30% to -49%;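 note: -100% = wells without enzyme as full effect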
Target sequence (Q9BTU6 whole entry, looked up): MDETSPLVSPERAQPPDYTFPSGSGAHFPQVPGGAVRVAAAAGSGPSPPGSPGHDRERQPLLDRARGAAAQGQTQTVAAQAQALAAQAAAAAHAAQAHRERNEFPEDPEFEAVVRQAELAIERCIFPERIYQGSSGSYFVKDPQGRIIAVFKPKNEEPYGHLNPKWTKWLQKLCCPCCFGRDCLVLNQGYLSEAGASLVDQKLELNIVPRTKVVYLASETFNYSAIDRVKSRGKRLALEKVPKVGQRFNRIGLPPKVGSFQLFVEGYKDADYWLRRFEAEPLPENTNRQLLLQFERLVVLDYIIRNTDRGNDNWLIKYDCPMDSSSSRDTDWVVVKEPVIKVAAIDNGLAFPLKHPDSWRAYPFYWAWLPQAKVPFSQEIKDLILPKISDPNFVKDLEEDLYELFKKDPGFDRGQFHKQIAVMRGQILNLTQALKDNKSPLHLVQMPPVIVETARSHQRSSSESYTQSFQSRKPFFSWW
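PI4K2A activity was measured by ADP-Glo luminescence: enzyme (4 ug/mL stock) and phosphatidylinositol (1.2 mM stock) in Tris pH 7.5/MgCl2/EGTA/Triton X-100 buffer were reacted with ATP (300 microM stock) for one hour at ambient temperature.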
PGK inhibitor: qHTS Assay to Find Inhibitors of Phosphoglycerate Kinase. AID 602233, 2012. PGK/GAPDH coupled, Kinase-Glo luminescence, 60 min. actives 0.043% (n = 380,000). Potency, µM (titrated, usually from 57.5 µM), for inactives: at the highest dose activity change, negative = inhibition, most hits filed as inhibitors. Phosphoglycerate kinase, glycosomal (Trypanosoma brucei brucei), P07378; note: potency is the fitted concentration of half-maximal effect; % is set by controls: 0 for no effect and ±100 for the full control effect; nearly all actives have a fitted effect of over 60% in size
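Recombinant glycosomal PGK reaction used 1,3-bisphosphoglycerate generated in-well by GAPDH (100nM final) in 100mM TEA pH 7.6, 5mM MgCl2, 0.01% Tween-20. After 60 minutes at room temperature, ATP was read by Kinase-Glo Plus luminescence end-point.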
G9a block: qHTS Assay for Inhibitors of Histone Lysine Methyltransferase G9a. Histone-lysine N-methyltransferase EHMT2 (Homo sapiens), Q96KQ7. G9a H3K9 monomethylation, AlphaScreen, 2 h. Potency, µM (titrated, usually from 102 µM), inactives show at the top dose activity, negative = inhibition, usual class: inhibitors. actives 8.8% (n = 350,000). AID 504332, 2011; note: potency is the fitted concentration of half-maximal effect; % is set by controls: 0 for no effect and ±100 for the full control effect; nearly all actives have a fitted effect of over 75% in size
Target sequence (Q96KQ7 913-1193 limits assumed): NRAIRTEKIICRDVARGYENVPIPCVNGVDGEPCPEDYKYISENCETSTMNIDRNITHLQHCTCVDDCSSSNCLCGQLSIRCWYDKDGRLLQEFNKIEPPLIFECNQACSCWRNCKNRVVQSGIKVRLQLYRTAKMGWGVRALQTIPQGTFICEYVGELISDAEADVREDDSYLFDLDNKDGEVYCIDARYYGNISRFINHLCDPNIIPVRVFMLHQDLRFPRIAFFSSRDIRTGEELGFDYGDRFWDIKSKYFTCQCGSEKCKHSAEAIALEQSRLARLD
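Using a bead-based AlphaScreen, monomethylated H3K9 product from 2 h room-temperature reactions (G9a 20 nM, peptide 500 nM, SAM 20 uM) was detected with 0.5 ug/mL rabbit anti-H3K9me1 antibody.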
Pin1 inhibitor: qHTS Assay to Find Inhibitors of Pin1 | actives 0.009% (n = 390,000) | Peptidyl-prolyl cis-trans isomerase NIMA-interacting 1 (Homo sapiens), Q13526 | Potency, µM (series often up to 115 µM), for inactives: at the top dose activity, negative = inhibition, actives largely listed as inhibitors | AID 504891, 2011 | Pin1 FP peptide displacement, HiFluor488, 10 min; active = well fitted inhibition curve with a large enough effect in the polarisation, with a control signal flat, not every such curve was filed as active; inconclusive = small, poorly fitted or top-dose-only effect, or effect the other way, or a change in a side signal; inactive = no such curve, though single readings can be large or run the other way; the % refers to the polarisation; note: potency is the fitted concentration of half-maximal effect; % is set by controls: 0 for no effect and ±100 for the full control effect
JMJD2A Tudor inh: qHTS Assay for Inhibitors of JMJD2A-Tudor Domain; actives 4.4% (n = 390,000); Potency, µM (highest dose often 114 µM), without a hit: at the top dose activity change, negative = inhibition, usual class: inhibitors; AlphaScreen JMJD2A-Tudor / H3K4me3 peptide binding; Lysine-specific demethylase 4A (Homo sapiens), O75164; AID 504339, 2011; note: potency is the fitted concentration of half-maximal effect; % is set by controls: 0 for no effect and ±100 for the full control effect; nearly all actives have a fitted effect of over 50% in size
Numbers without * were called inactive; i = inactive; ? = inconclusive; · = no result given; [ ] = another dose, or the depositor's remark. Unless noted, calls come from the whole dose curve; as a rule, active = well fitted curve in the direction sought with a large enough effect; inconclusive = small, poorly fitted or top-dose-only effect, or another doubt; inactive = no such curve, though single readings can be large; an effect the other way counts as inactive or inconclusive.

SMILES	BAZ2B inh	HP1b chromo inh	GLS inh	Pol eta inh	PI4K2A block	PGK inhibitor	G9a block	Pin1 inhibitor	JMJD2A Tudor inh
CCNC(=O)NC(=O)C(C)OC(=O)c1ccc(-n2nc(SC)sc2=S)cc1 (centres undefined)	?	-5%	-4%	-22%	-19	i	-20%[59 µM]	12%	-36%
COc1ccc(Nc2sc(C(=O)c3ccc(Cl)cc3)c(N)c2C(=O)Nc2ccccc2OC)cc1	?	-18%	0%	-11%	-1	-9%	?	1%	?
COc1ccc(C)cc1S(=O)(=O)N1CCN(C)CC1c1ccccc1 (centres undefined)	6%	29%	6%	-1%	-4	-6%	?	-8%	-8%
CCNCc1nc2cc(OC)c(OC)cc2c(=O)[nH]1	50µM*	33%	5%	-3%	-2	-6%	?	-11%	-13%
N#Cc1sc2nc(-c3cccs3)cc(-c3ccc(Cl)cc3)c2c1N	76%[activator][57.1 µM]	108%[activator]	4%	-2%	2	-3%	122%[activator]	?	64%[activator]
O=C(c1ccc(Cl)cc1Cl)N1CCSCC1	-2%	16%	-3%	-2%	-3	i	·	4%	-7%
CCOC(=O)CC(=O)CSc1nc(-c2ccccc2)cc(-c2ccc(Cl)cc2)c1C#N	0%	40%	0%	-20%	8	1%	·	?	10%
O=C(COC(=O)c1ccc([N+](=O)[O-])o1)Nc1ccc2c(c1)OC(F)(F)O2	·	·	-8%	-17%	4	-5%	·	·	·
CSc1ncccc1C(=O)Nc1ccc(C)cn1	-4%	23%	-1%	5%	-3	-3%	37%	-4%	-7%
Cc1nnc(N2CCCC(C(=O)NCCc3ccc(Cl)cc3)C2)c2nn(-c3ccccc3)c(C)c12 (centres undefined)	-38%	16%	2%	-17%	-2	i	-8%[59 µM]	-4%	-9%
CCOC(=O)c1ccc(OCC2c3cc(OC)c(OC)cc3CCN2C(=O)Cc2ccc(OC)c(OC)c2)cc1 (centres undefined)	-37%	-10%	5%	-20%	-4	-8%	?	30%[activator]	?
O=C(c1cccc(F)c1)N1CCC2(CC1)NCCc1[nH]cnc12	-3%	25%	3%	-6%	0	-10%	13%	-2%	-2%
O=C(OCCCc1cc2ccccc2c(=O)o1)N1CCOCC1	·	45%[activator]	-7%	-19%	9	6%	·	4%	-8%
CC(C)(C)C(=O)COC(=O)c1ccccc1O	4%	53%	3%	-19%	1	-6%	1%[59 µM]	-1%	24%
CC1(C)Oc2ccc3ccc(=O)oc3c2/C(=C/NNC(N)=S)C1=O	50µM*	-24%	12%	-8%	3	0%	7.1µM*	38%[activator]	?
O=C(NCc1cccs1)Nc1cccs1	-1%	-33%	9%	-6%	-3	-3%	-11%[2.33 µM]	19%	-22%
N=c1sc2ccccc2n1-c1ccccc1	-3%	23%	-10%	-13%	3	i	7%[12.7 µM]	3%	-4%
O=C(CSc1nc(-c2ccccc2)c(-c2ccccc2)o1)N1CCCCC1	·	·	-9%	-22%	4	-5%	·	·	·
CCOC(=O)CC1C(=O)NC2CCCCC2N1C(=O)Nc1ccc(Cl)cc1 (centres undefined)	1%	32%	14%	-14%	1	-3%	18%[59 µM]	-4%	-9%
COc1ccc(Nc2nc(C(F)(F)F)nc(C)c2C#N)cc1	-6%	34%	16%	-15%	3	18%	40%[59 µM]	0%	-14%
COc1ccc(Cn2c(=O)[nH]c3cc(C(=O)N4CCN(c5cc(Cl)ccc5C)CC4)ccc3c2=O)cc1	-5%	6%	2%	-21%	-4	-8%	-4%[59 µM]	-2%	-26%
COCC(=O)n1nc(-c2ccc(C)cc2)nc1NCc1ccc(F)cc1	-13%	15%	-2%	-11%	-1	-2%	1%	-7%	-11%
O=C(O/N=C/c1ccc(Br)cc1)c1ccc(F)cc1	·	19%	-3%	-15%	2	0%	·	-8%	-17%
NC(N)=NS(=O)(=O)c1ccc(NC(=S)NC(=O)Cc2ccc(Cl)cc2)cc1	-11%	23%	3%	-14%	1	-3%	·	0%	-22%
Cc1ccc(C)c(N2CCN(C(=O)CCn3c(=O)[nH]c4ccccc4c3=O)CC2)c1	-9%	-10%	1%	-21%	-3	-2%	-12%[59 µM]	7%	?

Next section:
Values in the order: BAZ2B inh	HP1b chromo inh	GLS inh	Pol eta inh	PI4K2A block	PGK inhibitor	G9a block	Pin1 inhibitor	JMJD2A Tudor inh
> Cc1cc(C)n(CCNC(=O)c2cc(COc3c(F)cccc3F)on2)n1
    2%	24%	13%	-11%	-2	5%	·	-6%	-9%
> S=C(NCCc1ccc(Cl)cc1)NCc1ccccc1
    -4%	50%[activator]	16%	-6%	2	-2%	·	?	6%
> Cc1cc(C)c(Cn2cnc3ccccc32)c(C)c1
    -17%	37%	2%	-6%	0	-7%	45µM*	?	-10%
> COC(=O)c1sccc1NC(=O)CSc1ccccc1NS(=O)(=O)c1ccc(Cl)cc1
    -29%	48%[activator]	0%	-7%	4	0%	-42%	1%	-12%
> Cc1cccc(NC(=O)CCN2CCC(C(N)=O)CC2)c1
    -1%	75%[activator]	-13%	-4%	0	-2%	·	0%	-4%
> Cc1cc(OCC(=O)N2CCN(c3cccc(Cl)c3)CC2)c2c(C)c(C)c(=O)oc2c1
    -11%[57.1 µM]	52%[activator]	-1%	2%	-3	-1%	4%	1%	-22%
> COc1ccccc1-c1ccc(Nc2ccc(C(=O)N3CCOCC3)cc2)nn1
    8%	16%	2%	-17%	0	-1%	-44%[59 µM]	0%	16%[11.4 µM]
> C/C(=N\NC(=O)c1cc(C)oc1C)c1ccc2c(c1)OCO2
    -14%	32%	0%	-21%	23	-4%	8%	-3%	3%
> CCOC(=O)NC(NCCc1ccccc1)(C(F)(F)F)C(F)(F)F
    -3%	68%[activator]	-3%	-14%	-3	3%[11.5 µM]	1%[59 µM]	0%	-2%
> O=C(Nc1nccs1)c1cc(S(=O)(=O)N2CCCCC2)ccc1Cl
    ?	41%[activator]	8%	-14%	1	0%	-37%[12.7 µM]	3%	-12%
> CC[C@H]1OC(=O)[C@H](C)[C@@H](O[C@H]2C[C@@](C)(OC)[C@@H](O)[C@H](C)O2)[C@H](C)[C@@H](O[C@@H]2O[C@H](C)C[C@H](N(C)C)[C@H]2O)[C@](C)(O)C[C@@H](C)C(=O)[C@H](C)[C@@H](O)[C@]1(C)O
    -33%	29%	5%	-18%	3	-6%	1%[12.7 µM]	·	-29%
> O=C(Nc1ccc(Br)cc1)c1ccccc1CC[N+](=O)[O-]
    0%	33%	2%	-14%	4	0%	27%[59 µM]	5%	4%
> O=C(Nc1nc2ccc(Cl)cc2s1)c1ccc(Br)o1
    11%	43%[activator]	3%	?	0	-5%	-43%[59 µM]	-4%	?
> O=C(COc1coc(CN2CCN(c3ccccc3F)CC2)cc1=O)NC1CCCC1
    -20%	45%[activator]	-5%	-13%	-1	3%	0%	-4%	2%
> CC(NC(=O)Nc1ccc(Cl)cc1)C(c1cccs1)N1CCOCC1 (centres undefined)
    10%	34%	-7%	-26%	-1	-3%	-5%[59 µM]	-1%	-3%
> COc1ccccc1NC(=O)COC(=O)c1ccc(S(=O)(=O)N2CCCCCC2)cc1
    ·	17%	-1%	-2%	4	-1%	·	0%	-9%

Fetched one by one from above:
Values in the order: BAZ2B inh	HP1b chromo inh	GLS inh	Pol eta inh	PI4K2A block	PGK inhibitor	G9a block	Pin1 inhibitor	JMJD2A Tudor inh
> Cc1cc(OCC(=O)N2CCN(c3cccc(Cl)c3)CC2)c2c(C)c(C)c(=O)oc2c1
    -11%[57.1 µM]	52%[activator]	-1%	2%	-3	-1%	4%	1%	-22%
> O=C(Nc1nccs1)c1cc(S(=O)(=O)N2CCCCC2)ccc1Cl
    ?	41%[activator]	8%	-14%	1	0%	-37%[12.7 µM]	3%	-12%

The list is partial; count on the stated rates, not on these rows.
